Screening results deposited in PubChem BioAssay by National Center for Advancing Translational Sciences (NCATS).
RXFP1 agonist: qHTS Assay for Agonists of the Relaxin Receptor RXFP1. Relaxin receptor 1 (Homo sapiens), Q9HBX9. HEK293T-RXFP1 cAMP TR-FRET, 30 min; response scale: percent of porcine relaxin response, buffer zero. Potency, µM (top dose mostly 57.5 µM), without a hit: top-dose activation, most hits filed as activators. 370,000 compounds, 0.3% hits. AID 2676, 2010; active means well fitted activation curve with a large enough effect; inconclusive means small, poorly fitted or top-dose-only effect; further: potency means the concentration at half of the fitted maximal effect; on the % scale 0 is the no-effect control and ±100 the full control effect; nearly all actives have a fitted effect of over 60% in size; many of its hits are not listed in these tables
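HEK293T cells stably expressing RXFP1 were pretreated with the PDE4 inhibitor Ro 20174, exposed to compounds for 30 min at 37C, lysed, and cAMP was read by TR-FRET. Data normalized to buffer (basal) and 29 nM porcine relaxin (100%).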
D2 antagonist: HTS Assay for Allosteric Antagonists of the Human D2 Dopamine Receptor: Primary Screen for Antagonists | HEK293 TREx D2 cells, calcium flux, dopamine EC80 | 340,000 compounds, 2% hits | inhibition, % at 10 µM; in the data active means inhibition above about 30%; further: 0% is about no effect
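Compounds are added to dye-loaded, induced HEK293 T-REx cells coupled to calcium release via D2; after a 3 min kinetic read an EC80 dopamine stimulus is given and fluorescence is recorded for 3 more min.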
TRHR PAM: qHTS for Small Molecule Agonists and Allosteric Enhancers of Human TRH Receptor: Primary Screen for Enhancers | Thyrotropin-releasing hormone receptor (Homo sapiens), P34981 | TRHR cells, fluo-8 calcium fluorescence, EC20 TRH enhancement | enhancement, % at 2 µM | 360,000 compounds, 0.66% hits | AID 493056, 2011; in the data active means enhancement above about 30%; further: 0% is about no effect
Target sequence (P34981 whole entry, looked up): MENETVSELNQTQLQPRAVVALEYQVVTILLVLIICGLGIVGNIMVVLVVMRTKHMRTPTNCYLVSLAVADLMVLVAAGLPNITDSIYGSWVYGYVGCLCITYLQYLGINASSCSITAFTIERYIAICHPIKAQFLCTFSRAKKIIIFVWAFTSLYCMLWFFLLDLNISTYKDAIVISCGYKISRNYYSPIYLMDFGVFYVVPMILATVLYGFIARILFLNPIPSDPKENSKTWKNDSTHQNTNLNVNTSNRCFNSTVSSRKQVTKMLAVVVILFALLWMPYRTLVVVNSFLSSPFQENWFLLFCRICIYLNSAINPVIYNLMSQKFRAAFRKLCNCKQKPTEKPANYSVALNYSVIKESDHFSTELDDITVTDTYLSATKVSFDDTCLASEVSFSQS
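Enhancer read-out: after compound pinning and an initial kinetic agonist-mode read, an EC20 of TRH (10 nM final) was injected and fluo-8 calcium signal (Ex 480/Em 530) followed at 1 s/cycle for 100 cycles in TRHR-expressing cells.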
RXFP1 antagonist: qHTS Assay for Antagonists of the Relaxin Receptor RXFP1; Relaxin receptor 1 (Homo sapiens), Q9HBX9; HEK293-RXFP1, relaxin-stimulated cAMP HTRF, 30 min; stronger effect = lower value; activity change, negative = inhibition, % at 57.5 µM; 350,000 compounds, 0.59% hits; AID 1259400, 2018;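 active means activity change of -60% or lower, but not beyond a set lower limit; inconclusive means change between -60% and -40%, or beyond the set limit; inactive means change above -40%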; further: on the % scale 0 is the no-effect control and ±100 the full control effect
D1 PAM: Potentiators of Human D1 Dopamine Receptor: qHTS | D(1A) dopamine receptor (Homo sapiens), P21728 | 360,000 compounds, 0.036% hits | AID 504651, 2011 | HEK293 TREx D1 cells, calcium flux, dopamine EC20 potentiation | potentiation, % at 10 µM; in the data active means potentiation above about 30%; further: 0% is about no effect
Target sequence (P21728 whole entry, looked up): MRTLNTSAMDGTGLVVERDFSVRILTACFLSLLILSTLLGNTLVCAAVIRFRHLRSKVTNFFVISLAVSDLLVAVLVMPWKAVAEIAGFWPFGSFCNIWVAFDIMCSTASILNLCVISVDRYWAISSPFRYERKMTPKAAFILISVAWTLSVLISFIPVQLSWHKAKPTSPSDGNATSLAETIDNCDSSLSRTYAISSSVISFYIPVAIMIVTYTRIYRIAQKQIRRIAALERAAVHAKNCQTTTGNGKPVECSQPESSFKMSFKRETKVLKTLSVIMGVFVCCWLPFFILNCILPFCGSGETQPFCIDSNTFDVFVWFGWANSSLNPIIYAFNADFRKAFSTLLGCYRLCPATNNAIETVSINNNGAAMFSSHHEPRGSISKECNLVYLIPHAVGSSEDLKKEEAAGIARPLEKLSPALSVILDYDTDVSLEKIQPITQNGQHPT
D1 agonist: Allosteric Agonists of the Human D1 Dopamine Receptor: qHTS | HEK293 T-REx D1 cells, calcium flux, agonist mode | activation, % at 2 µM | 360,000 compounds, 1% hits | AID 504660, 2011; in the data active means activation above about 30%; further: 0% is about no effect
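Agonism was scored from calcium flux recorded over 180 s (1 read/s) after pintool compound addition, following a 10-cycle baseline. Cells were inducible force-coupled HEK293 TREx D1, plated overnight at 30 C and loaded with no-wash calcium dye.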
D1 antagonist: Antagonist of Human D 1 Dopamine Receptor: qHTS | HEK293 TREx D1 cells, calcium flux, dopamine EC80; stronger effect = lower value | activity change, negative = inhibition, % at 10 µM | 360,000 compounds, 3.2% hits; in the data active means activity change below about -30%; further: on the % scale 0 is the no-effect control and ±100 the full control effect
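Inducible Hek293 Trex D1 cells (tetracycline, overnight, 30 C). Calcium dye 30–90 min RT. Antagonist mode: EC80 dopamine added after 180 s compound read.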
D2 agonist: HTS Assay for Allosteric Agonists of the Human D2 Dopamine Receptor: Primary Screen for Agonists. D(2) dopamine receptor (Homo sapiens), P14416. HEK293 T-REx D2 cells, calcium flux agonist mode. activation, % at 2 µM. 340,000 compounds, 0.53% hits. AID 485358, 2010;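 active means activation over 3 SD above normal in the single-dose calcium agonist read, cut at about 30% in these data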; further: 0% is about no effect
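In this primary screen, compounds producing a positive calcium signal within 180 s of addition to tetracycline-induced, force-coupled HEK293 Trex D2 cells are flagged; cells are dye-loaded with a no-wash calcium kit beforehand.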
D2 PAM: HTS Assay for Positive Allosteric Modulators of the Human D2 Dopamine Receptor: Primary Screen for Potentiators | HEK293 T-REx D2, calcium flux, EC20 dopamine potentiation | 340,000 compounds, 0.34% hits | D(2) dopamine receptor (Homo sapiens), P14416 | potentiation, % at 10 µM;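 active means potentiation over 3 SD above the plate norm, cut at about 30% in these data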; further: 0% is about no effect
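Using a no-wash calcium dye in inducible, force-coupled HEK293 Trex cells expressing D2, we tracked fluorescence each second for 180 s after compound, then for 180 s after EC20 dopamine to detect augmented signalling.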
Starred values were filed as active, the others as inactive; ? = inconclusive; . = not tested or not shown.

SMILES	RXFP1 agonist	D2 antagonist	TRHR PAM	RXFP1 antagonist	D1 PAM	D1 agonist	D1 antagonist	D2 agonist	D2 PAM
Cc1ccc(/C=C(\NC(=O)c2ccc(C)cc2)c2nc(=S)[nH][nH]2)cc1	-2.8%	8	-1	.	6	0	-14	-0.5	-5
Cc1ccc(CNC(=O)c2ccc(CSCc3ccc(C)cc3)o2)cc1	0.8%	.	5	?	1	13	-4	2.3	7
O=C(CN1C(=O)CCC1=O)NCC12CC3CC(CC(C3)C1)C2	0.1%	-9	18	8	4	0	-2	-1.8	38*
CCCCNC(=O)CN1C(=O)NC2(CCOc3ccccc32)C1=O (stereo not drawn)	1.0%	3	10	-8	.	5	3	5.0	-1
CC(=O)Nc1ccc(S(=O)(=O)n2nc(C)cc2C)cc1	0.7%	12	-4	-9	0	3	-3	-0.1	-2
C=CCN=C(NC#N)SCC(=O)NC(C)(C)C	-0.1%	16	-4	5	5	4	-3	0.1	-6
CCc1nnc(NC(=O)c2ccc(NC(=O)C(C)C)cc2)s1	1.0%	-10	12	0	-4	6	3	-0.2	8
Cc1ccc(C(=O)CC2(O)C(=O)N(C)c3ccccc32)o1 (stereo not drawn)	6.5%	5	10	.	0	2	-3	1.3	18
CN1CCN(C(CNC(=O)c2cccc(F)c2)c2ccc3c(c2)OCO3)CC1 (stereo not drawn)	1.7%	.	-5	-7	-6	4	17	1.3	-16
CCN(C(=O)CSc1nncn1-c1ccccc1)c1c(N)n(Cc2ccccc2)c(=O)[nH]c1=O	1.6%	-8	-7	.	3	1	-3	1.7	6
N#Cc1ccc(OCC(=O)NCC2(N3CCCCC3)CCCCC2)cc1	0.2%	-3	-2	-10	-3	5	35	0.0	-2
COc1cccc(OC)c1NC(=O)C1CCCN1C(=O)NCc1ccccc1 (stereo not drawn)	3.5%	4	-5	-3	-3	2	-17	-0.3	-4
Cc1cc(N2CCOCC2)nc2ccc(NC(=S)N3CCN(Cc4ccccc4)CC3)cc12	-0.5%	-11	0	5	-11	2	1	0.1	-7
[O-][n+]1onc2c1CCc1nnc(-c3ccccc3)cc1-2	-0.5%	-10	-6	1	-5	1	9	3.0	.
Cc1cccn2c(=O)c3cc(C(=O)NCCN4CCOCC4)c(=N)n(CCCN4CCOCC4)c3nc12	?	23	-1	5	-8	7	-2	0.1	0
CC1=CC2=NC(=O)CC(C)(C(=O)N(CC(=O)NC3CCCC3)c3cc(C)cc(C)c3)N2C=C1 (stereo not drawn)	3.9%	60*	2	7	0	7	3	-0.1	10
CCCCCc1c2c(cc(O)c1C(=O)O)OC(=O)c1c(cc(OC)cc1C(=O)CCCC)O2	0.0%	2	-3	-29	-1	11	-31*	1.1	4
Cc1cc(NC(=O)Cn2ccsc2=N)c([N+](=O)[O-])cc1C	1.7%	22	-3	-7	-1	6	22	-0.5	-19
CN(C)CCN1C(=O)c2oc3ccc(F)cc3c(=O)c2C1c1ccncc1 (stereo not drawn)	1.1%	-18	11	-8	-10	2	-27	0.4	-2
COc1ccccc1N(CC(=O)NCCSc1ccc(Cl)cc1)S(C)(=O)=O	0.4%	-4	10	-29	-1	9	23	-1.5	10
O=C(CCl)N1CCN(S(=O)(=O)c2ccc3ccccc3c2)CC1	4.1%	4	7	-14	-4	0	-17	1.9	-3
CC(C)CC(C(=O)NC1CCCCC1)N(Cc1cccs1)C(=O)c1snc(C(N)=O)c1N (stereo not drawn)	-2.9%	2	-14	-2	-8	4	-2	-1.2	4
O=C(O)c1sccc1Oc1ccc(NS(=O)(=O)c2ccccc2)cc1	2.4%	6	-1	5	4	2	-3	0.3	7
Cc1ccc(C(=O)NCCNS(C)(=O)=O)cc1	1.3%	-29	-6	-4	-2	9	-8	0.1	1
CCCCOc1ccc(C(=O)NCC(=O)NCC(c2ccc(F)cc2)N2CCOCC2)cc1 (stereo not drawn)	-1.3%	-9	-3	-5	0	0	7	-0.8	0

Another view of part of the listing above.
The line under a structure holds: RXFP1 agonist	D2 antagonist	TRHR PAM	RXFP1 antagonist	D1 PAM	D1 agonist	D1 antagonist	D2 agonist	D2 PAM
> [O-][n+]1onc2c1CCc1nnc(-c3ccccc3)cc1-2
→ -0.5%	-10	-6	1	-5	1	9	3.0	.
> Cc1cccn2c(=O)c3cc(C(=O)NCCN4CCOCC4)c(=N)n(CCCN4CCOCC4)c3nc12
→ ?	23	-1	5	-8	7	-2	0.1	0
> CC1=CC2=NC(=O)CC(C)(C(=O)N(CC(=O)NC3CCCC3)c3cc(C)cc(C)c3)N2C=C1 (stereo not drawn)
→ 3.9%	60*	2	7	0	7	3	-0.1	10
> CCCCCc1c2c(cc(O)c1C(=O)O)OC(=O)c1c(cc(OC)cc1C(=O)CCCC)O2
→ 0.0%	2	-3	-29	-1	11	-31*	1.1	4
> Cc1cc(NC(=O)Cn2ccsc2=N)c([N+](=O)[O-])cc1C
→ 1.7%	22	-3	-7	-1	6	22	-0.5	-19
> CN(C)CCN1C(=O)c2oc3ccc(F)cc3c(=O)c2C1c1ccncc1 (stereo not drawn)
→ 1.1%	-18	11	-8	-10	2	-27	0.4	-2
> COc1ccccc1N(CC(=O)NCCSc1ccc(Cl)cc1)S(C)(=O)=O
→ 0.4%	-4	10	-29	-1	9	23	-1.5	10
> O=C(CCl)N1CCN(S(=O)(=O)c2ccc3ccccc3c2)CC1
→ 4.1%	4	7	-14	-4	0	-17	1.9	-3
> CC(C)CC(C(=O)NC1CCCCC1)N(Cc1cccs1)C(=O)c1snc(C(N)=O)c1N (stereo not drawn)
→ -2.9%	2	-14	-2	-8	4	-2	-1.2	4
> O=C(O)c1sccc1Oc1ccc(NS(=O)(=O)c2ccccc2)cc1
→ 2.4%	6	-1	5	4	2	-3	0.3	7
> Cc1ccc(C(=O)NCCNS(C)(=O)=O)cc1
→ 1.3%	-29	-6	-4	-2	9	-8	0.1	1
> CCCCOc1ccc(C(=O)NCC(=O)NCC(c2ccc(F)cc2)N2CCOCC2)cc1 (stereo not drawn)
→ -1.3%	-9	-3	-5	0	0	7	-0.8	0

(next part)
SMILES	RXFP1 agonist	D2 antagonist	TRHR PAM	RXFP1 antagonist	D1 PAM	D1 agonist	D1 antagonist	D2 agonist	D2 PAM
CCOc1ccccc1C(=O)NCC(=O)NNC(=O)c1cccc(S(=O)(=O)Nc2ccc(OC)cc2)c1	-0.2%	.	2	-15	-5	1	-20	.	.
CCOc1ccccc1NC(=O)CSc1nnnn1C1CCCC1	1.3%	-2	1	-2	-7	0	18	-0.5	3
CC(C)OCCCNC(=O)c1ccc2c(=O)n(Cc3ccc4c(c3)OCO4)c(=S)[nH]c2c1	2.2%	2	9	8	0	3	2	-0.4	.
COc1cc(SC)ccc1C(=O)Nc1ncc(C)s1	7.8%	-4	0	-3	-6	2	-29	1.2	4
O=P(O)(O)c1ccccc1OCCCCCOc1ccccc1P(=O)(O)O	0.5%	-13	20	2	-3	0	-14	0.0	1
CCOC(=O)N1CCN(C(=O)C2CCCN(S(=O)(=O)c3ccc(OCC)cc3)C2)CC1 (stereo not drawn)	2.3%	1	0	-7	-10	7	-13	-0.7	10
CC1CCN(c2nn3c(=O)c(C(=O)NCCc4ccc(Cl)cc4)cnc3s2)CC1	-0.3%	.	0	-4	3	-1	3	-0.3	0
O=C(C1COc2ccccc2O1)N1CCOCC1 (stereo not drawn)	-0.6%	15	-3	-3	1	2	22	0.7	-6
Cc1ccc(C)c(NC(=S)N(Cc2ccc(Cl)cc2)Cc2ccc(C(=O)O)cc2)c1	-0.3%	4	-2	-23	0	2	3	-0.2	23
COc1ccccc1CCNC(=O)c1cc(COc2cccc(C(F)(F)F)c2)on1	-1.5%	3	2	-7	0	18	3	1.3	2
CCOC(=O)C(C)Sc1nc2c(cnn2-c2ccc(F)cc2)c(=O)[nH]1 (stereo not drawn)	0.1%	1	2	-12	-2	1	6	0.7	-5
CCC(CC)C(=O)Nc1cccc(-c2nc3ccccc3s2)c1	15%	.	-4	.	1	1	-4	-1.0	-10
S=C(NC1CCCCC1)c1ccc2c(c1)OCO2	-2.6%	-9	1	-2	-4	1	-30	-0.5	-5
CCC1(c2ccccc2)NC(=O)N(CC(=O)Nc2cc(S(=O)(=O)N3CCCCC3)ccc2N(C)C)C1=O (stereo not drawn)	0.3%	-23	1	-27	-3	5	-20	-0.1	-8
CCCCn1c(N)c(N(Cc2ccccc2OC)C(=O)CSCC(=O)Nc2cccc(C)c2)c(=O)[nH]c1=O	-2.3%	-4	3	-21	1	0	16	-0.3	-8
COCCCNC(=O)C(=O)NCC1CCCN1S(=O)(=O)c1cccs1 (stereo not drawn)	3.2%	.	1	24	-9	2	2	.	.
O=C(NCc1cccs1)C1CC(O)CN1C(=O)Nc1ccccc1 (stereo not drawn)	-0.1%	-3	0	-23	-2	1	-12	1.9	3
CCCn1c(SCC(=O)N2CCOCC2)nnc1-c1ccncc1	0.5%	2	12	-14	-5	0	4	0.2	9
Cc1cccc(C(=O)Nc2ccc(OCc3cc(=O)n4ccsc4n3)cc2)c1	?	.	5	.	-2	-2	-1	-0.6	5
CS(=O)(=O)c1ccc(Cl)c(NC(=O)CSc2n[nH]c(N)n2)c1	2.0%	15	-3	-12	4	6	47	0.3	-6
N#Cc1cccc(NC(=O)CSc2ccc3c4c(cccc24)C(=O)c2ccccc2-3)c1	12%	7	6	2	-5	-2	-5	0.6	13
CC(C)CN(CC(C)C)c1nnc(NC(=O)Nc2cccc(C(F)(F)F)c2)s1	1.3%	.	4	-10	-2	0	-16	-0.7	-1
CCCCCN1C=CC=C/C1=C\C=C(C#N)C#N	2.9%	-1	-2	-24	4	71*	2	7.5	2
CCN(C(=O)COC(=O)CCc1ccccc1OC)c1c(N)n(Cc2ccccc2)c(=O)[nH]c1=O	0.7%	.	-1	-12	2	0	-3	.	.
Cc1ccc([C@H]2C(C#N)=C(N)Oc3cc(C)oc(=O)c32)o1	-0.8%	-5	26	-10	3	4	-21	0.3	-17

Some of the compounds tested (hit frequency here may not be typical).
